Screening data: PubChem BioAssay, several laboratories
Rev-RRE block – HIV Rev-RRE protein-RNA interaction inhibition; inhibition, % at 8 µM; P05866; 0.79% of 97,000 active; Rev peptide-RRE RNA binding, FRET;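 active = inhibition above the screen-wide mean plus 3 SD, cut at about 35% in these data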;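 also: 0% = median DMSO wells and 100% = median Neomycin B control wells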
Target sequence (P05866 whole entry, looked up): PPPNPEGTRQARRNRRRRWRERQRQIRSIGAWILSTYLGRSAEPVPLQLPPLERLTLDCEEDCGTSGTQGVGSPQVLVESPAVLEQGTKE
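Material: labelled RRE RNA duplex and labelled Rev peptide / Buffer or medium: HEPES pH 7.5 salt buffer with EDTA / Compound dosing: single point, 8 µM final nominal compound concentration / Benchmarks: DMSO low control, neomycin B high control / Timing: 5 min preincubation and 15 min binding, 25 °C / Technique: FRET fluorescence readout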
PLAP activator – activators of human placental alkaline phosphatase; P05187; purified PLAP enzyme, luminescent substrate read-out; hits give high values; activation fold at 20 µM; 1.2% of 96,000 active; AID 696; in the data active = activation fold above about 2
Target sequence (P05187 whole entry, looked up): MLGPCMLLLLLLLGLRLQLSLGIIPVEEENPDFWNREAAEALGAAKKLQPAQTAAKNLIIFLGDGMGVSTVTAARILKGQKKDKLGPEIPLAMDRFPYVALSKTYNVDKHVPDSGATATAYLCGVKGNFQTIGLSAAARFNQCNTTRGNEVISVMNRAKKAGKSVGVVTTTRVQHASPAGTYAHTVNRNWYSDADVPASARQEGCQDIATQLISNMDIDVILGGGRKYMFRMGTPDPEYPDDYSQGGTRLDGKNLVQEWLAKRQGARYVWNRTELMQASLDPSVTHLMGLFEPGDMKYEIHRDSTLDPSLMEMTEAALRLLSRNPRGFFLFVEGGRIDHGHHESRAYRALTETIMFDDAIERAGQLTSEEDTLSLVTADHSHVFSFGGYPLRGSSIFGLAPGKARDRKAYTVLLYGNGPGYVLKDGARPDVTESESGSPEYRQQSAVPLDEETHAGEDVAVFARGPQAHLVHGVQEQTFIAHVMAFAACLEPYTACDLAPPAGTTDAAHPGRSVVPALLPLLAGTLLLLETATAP
EphB4 ephrin blk – blocks human EphB4 binding to ephrin-B2. EphB4 LBD / TNYL-RAW-Alexa532 peptide, fluorescence polarization. inhibition, % at 7 µM. 0.15% of 97,000 active. AID 720;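 active = inhibition above the screen-wide mean inhibition plus 3 SD, cut at about 15% in these data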;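 also: 0% = DMSO wells and 100% = excess unlabeled TNYL-RAW peptide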
CYP2C19 activ – increases human CYP2C19 enzyme activity. activation factor at 5 µM. recombinant CYP2C19, luciferin-H EGE luminescence; hits give high values; 0 = fully inhibited enzyme, 1 = untreated enzyme. 96,000 tested, under 10 active. P33261;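 active = activation factor of at least 2 at 5 µM in the primary screen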;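 also: 0 = wells with 2.5 mM tranylcypromine and 1 = vehicle-only wells; values of inactives mirror those of a sister screen read the other way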
CYP2C9 inhib – human CYP2C9 inhibition | 20% of 96,000 active | CYP2C9 Supersomes, luciferin-H conversion, luminescence | P11712 | inhibition, % at 5 µM;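 active = blocking of liver enzyme CYP2C9 beyond about 50% at 5 µM, limit read from the data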; also: values of inactives mirror those of a sister screen read the other way
PLK1 inh – inhibitors of human PLK1 kinase | P53350 | recombinant PLK1 kinase, TR-FRET peptide phosphorylation | inhibition, % at 10 µM | 0.53% of 97,000 active | AID 619;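 active = inhibition of 50% or more in the single-concentration screen; inactive = inhibition below 50%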;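 also: 0% = DMSO max control and 100% = H-89 dihydrochloride min control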
CYP2C9 act – increases human cytochrome P450 2C9 activity. 1.4% of 96,000 active. recombinant CYP2C9, luciferin-H conversion, luminescence; hits give high values; factor 1 = untreated enzyme, 0 = blocked. P11712. activation factor at 5 µM;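 active = activation factor of 2 or more for CYP2C9 at a 5 µM dose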;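 also: 0 = sulfaphenazole-blocked wells and 1 = vehicle-only wells; values of inactives mirror those of a sister screen read the other way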
CYP2C19 inhib – human CYP2C19 inhibition. P33261. CYP2C19 Supersomes, luciferin-H EGE luminescence, 30 min. inhibition, % at 5 µM. 21% of 96,000 active. AID 778;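 active = CYP2C19 inhibition above a set limit at 5 µM in the primary screen, cut at about 50% in these data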;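 also: plate controls were negative control wells for no effect and 2.5 mM tranylcypromine positive control for full effect; values of inactives mirror those of a sister screen read the other way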
Plk1 PBD FP – inhibitors of human Plk1 polo box domain binding; Plk1 PBD phosphopeptide binding, fluorescence polarization; AID 693; inhibition, %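 (tested at about 20 µM)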; 0.13% of 97,000 active; P53350; in the data active = inhibition above about 34%, passing the limit was not always enough
* = called active by the depositor; · = no result given.

cpd	molecule	Rev-RRE block	PLAP activator	EphB4 ephrin blk	CYP2C19 activ	CYP2C9 inhib	PLK1 inh	CYP2C9 act	CYP2C19 inhib	Plk1 PBD FP
1	CCn1c(SC)nnc1-c1ccc(S(=O)(=O)N2CCCCC2)cc1	2	·	1	·	·	-12	·	·	11
2	CCNS(=O)(=O)c1ccc(NS(=O)(=O)c2cc(C)ccc2C)cc1	-1	1.3	-2	0.4	97*	-16	0	64*	14
3	CCOC(=O)c1cnc2c(Cl)c(Cl)ccc2c1N1CCN(C)CC1	12	1.5	-3	1	10	-9	0.9	3	2
4	NC(=O)c1ccc(F)cc1	12	·	0	·	·	2	·	·	-24
5	NS(=O)(=O)c1ccc(NC(=O)NC2CCCCC2)cc1	0	0.9	-2	1	-17	-10	1.2	3	-17
6	Cc1cccc(-c2n[nH]c(=S)n2Cc2ccccc2)c1	-7	·	-3	·	·	-12	·	·	4
7	O=C(Nc1cccnc1)Nc1ccccn1	5	0.8	-2	1.2	-6	-8	1.1	-20	17
8	COC(=O)c1ccccc1NC(=S)NC(=O)COc1ccccc1	-1	1.2	-3	0.9	18	-6	0.8	9	15
9	CC1CCN(C(=O)CCCNC(=O)Cn2cnc3sc4c(c3c2=O)CCCC4)CC1	14	1.6	-3	0.8	27	0	0.7	23	9
10	Cc1ccc(-c2[nH]nc3c2C(c2ccc(OC(=O)N4CCOCC4)cc2)C(C#N)=C(N)O3)cc1 (stereo unspecified)	3	1.2	3	0.6	36	-12	0.6	40	-6
11	COc1cc(OC)c2c(C)c(Cl)c(=O)oc2c1	1	1	-6	1	-10	-9	1.1	4	-21
12	COc1ccc(C2CC(c3cc(OC)ccc3OC)n3nnnc3N2)cc1 (stereo unspecified)	2	0.9	0	0	78*	-7	0.2	98*	-11
13	COc1ccc(/C(O)=C2/C(=O)C(=O)N(CCN(C)C)C2c2ccc(C)cc2)cc1Cl (stereo unspecified)	-4	1.6	1	1.3	-23	1	1.2	-26	19
14	O=C1CCCc2nc3nc4ccccc4n3cc21	11	1.2	4	1.2	-24	2	1.2	-18	4
15	Cc1ccc(S(=O)(=O)N2CCCCC2C(=O)NCc2ccco2)cc1 (stereo unspecified)	-2	1.6	-14	0.1	33	-9	0.7	94*	-13
16	N#Cc1ccccc1CSc1ccc(-c2nc3ccccc3[nH]2)cn1	7	0.9	2	0.9	21	-17	0.8	15	-10
17	C=CCn1c(SCC(=O)NCc2ccccc2)nnc1-c1ccccc1O	11	1.4	-4	0.3	74*	-16	0.3	71*	16
18	CN(C)CCCNc1oc(-c2ccccc2)nc1C#N	·	1	·	1	5	·	1	4	·
19	CCNC(=O)CC1C(=O)N(c2ccc(C)cc2)C(=O)N1CCc1ccc(OC)c(OC)c1 (stereo unspecified)	-1	1.1	-10	1	6	-6	0.9	-3	-5
20	O=S(=O)(NCC(c1cccnc1)N1CCN(c2ccc(F)cc2)CC1)c1ccc(F)cc1 (stereo unspecified)	16	1.2	0	0.2	72*	-2	0.3	84*	-7

Next part; it opens with the two that closed the last part.
cpd	molecule	Rev-RRE block	PLAP activator	EphB4 ephrin blk	CYP2C19 activ	CYP2C9 inhib	PLK1 inh	CYP2C9 act	CYP2C19 inhib	Plk1 PBD FP
19	CCNC(=O)CC1C(=O)N(c2ccc(C)cc2)C(=O)N1CCc1ccc(OC)c(OC)c1 (stereo unspecified)	-1	1.1	-10	1	6	-6	0.9	-3	-5
20	O=S(=O)(NCC(c1cccnc1)N1CCN(c2ccc(F)cc2)CC1)c1ccc(F)cc1 (stereo unspecified)	16	1.2	0	0.2	72*	-2	0.3	84*	-7
21	Cc1ccc(NC(=O)CN2C(=O)N/C(=C/c3ccco3)C2=O)cc1	-4	1	0	1	13	-2	0.9	0	0
22	CCn1c2c(c3cc(Br)ccc31)CCC/C2=N\O	9	0.9	2	1.1	-24	-1	1.2	-14	11
23	CN1CCN(Cc2c(C#N)c3ccccc3n2C)CC1	·	1.4	·	0.5	-85	·	1.9	48	·
24	Cc1ccc(C)c(C(=O)CN2C(=O)c3ccccc3S2(=O)=O)c1	1	1	4	1.2	-16	-7	1.2	-20	-12
25	CCN(CC)CCCNC(=O)C1c2ccccc2Oc2ccccc21	3	1.4	-6	1	-5	0	1	-4	10
26	O=C(NNC1=NCCC1)c1cccc(Br)c1	5	1.6	-1	1.2	-16	-7	1.2	-20	-18
27	C=CCn1c(NCc2c[nH]c3ccccc23)nc2ccccc21	1	·	-1	·	·	-5	·	·	-1
28	c1ccc(Cn2c(Sc3nnnn3-c3ccccc3)nnc2-c2ccccc2)cc1	12	0.8	1	0.8	28	-6	0.7	18	3
29	CCOc1cccc(OCCOCCN(C)Cc2ccccc2)c1	3	1.6	-2	0.8	-2	-11	1	17	-7
30	CCS(=O)(=O)N1CCN(c2ccccc2F)CC1	-1	0.7	6	0.5	90*	-2	0.1	50*	14
31	CCOC(=O)N1CCN(C(=O)C2CCN(Cc3nc(-c4ccccc4C)oc3C)CC2)CC1	8	1.8	-3	0.7	-3	68*	1	28	13
32	CN(Cc1n[nH]c(=S)n1C)S(=O)(=O)c1ccccc1	3	0.9	0	1	-7	-12	1.1	3	-45
33	O=C(NC1CCCCC1)N1CCN(Cc2nc3ccccc3c(=O)[nH]2)CC1	7	·	2	·	·	-8	·	·	-9
34	CC(NC(=O)c1ccco1)c1cccc2ccccc12 (stereo unspecified)	2	·	2	·	·	2	·	·	19
35	O=C(N/N=C/C1CCCCC1)c1cc(Cl)ccc1O	8	0.8	4	0.9	40	-16	0.6	10	0
36	CCOC(=O)C1CCc2nc3ccccc3c(=O)n21 (stereo unspecified)	7	0.8	0	0.8	3	-8	1	18	-27
37	Fc1ccccc1/C=C1\CCCC2=C1Nc1nnnn1C2c1ccccc1F (stereo unspecified)	16	0.8	7	0.9	-6	-8	1.1	9	22
38	Cn1c2c(c(=O)n(C)c1=O)CN(Cc1ccc(F)cc1)CN2	10	1.1	3	1	9	-12	0.9	3	-22
39	O=C(O)CCN1C(=O)/C(=C\c2ccc(-c3nc4ccccc4s3)o2)SC1=S	25	0.8	5	1	26	-10	0.7	-4	-13
40	COC(=O)CCCC(=O)Nc1c(F)c(F)c(F)c(F)c1F	1	1	-5	0.9	7	-2	0.9	9	8
41	CCCn1c(N2CCN(S(=O)(=O)Cc3ccccc3)CC2)nc2ccccc21	3	1	-6	0.7	-4	-3	1	29	23
42	OCCN1CCOCCN(CCO)CCOCC1	8	2*	-5	1	4	-15	1	2	15
43	COC(=O)c1ccc(C(=O)OC)c(NC2=NS(=O)(=O)c3ccccc32)c1	-7	0.9	2	1	9	-8	0.9	3	11
44	CCN(CC)C(=O)c1ccc(C(=O)c2c(C)cc(C)cc2C)cc1	3	1.6	2	0.6	40	1	0.6	43	4
45	O=C(NCCc1ccccc1)C(=O)NC1CCCCC1	10	0.9	12	1	15	-13	0.8	-3	21
46	O=C(O)CCC(=O)NNC(=O)CCCOc1ccc(Cl)cc1Cl	3	0.9	2	1.2	-25	-14	1.2	-21	9
47	[O-][n+]1onc2c1C(N1CCOCC1)CCC2N1CCOCC1 (stereo unspecified)	9	1.2	8	1.1	-12	2	1.1	-8	5
48	Cc1cc(C(F)F)n2nc(C(=O)Nc3ccccc3F)nc2n1	6	1	2	1	6	-9	0.9	4	-7
49	COc1ccc2nc(NC(=O)Cc3ccc(OC)c(S(=O)(=O)N4CCOCC4)c3)sc2c1	1	1.4	-2	0.5	38	-4	0.6	55*	19
50	Cc1c(Cl)cccc1NC(=O)Nc1ccn(C)n1	1	·	-2	·	·	-4	·	·	1
51	COC(=O)CNC(c1ccccc1)c1cc(Br)ccc1NC(=O)OCc1ccccc1 (stereo unspecified)	18	1.1	0	0.6	74*	-6	0.3	43	-25
52	C/C(=C\C(=O)O)CC(=O)O	3	0.8	2	0.9	30	-7	0.7	7	-9
53	O=S(=O)(NCC1CCCO1)c1cc(Cl)ccc1Br (stereo unspecified)	2	0.9	1	0.7	-59	-13	1.6	30	17
54	CC(C)c1cc(C(N)=O)c(NC(=O)C2CCC2)s1	1	1.2	8	0.4	55*	-5	0.5	57*	0
55	CCS(=O)(=O)N1CCN(S(=O)(=O)c2ccccc2)CC1	1	0.9	-2	0.6	22	11	0.8	35	-12
56	Cc1ccccc1-n1nc2c(c1NC(=O)c1cccc(F)c1)CS(=O)C2 (stereo unspecified)	2	1.4	4	1	2	-12	1	-4	-9
57	COC(=O)C1=C(C)N=C2SCCC(=O)N2C1c1ccc(OC(=O)c2ccco2)cc1 (stereo unspecified)	0	·	0	·	·	1	·	·	-7
58	C#CCOC(=O)CCC(=O)NCCc1ccccc1	·	1	·	0.3	26	·	0.7	67*	·
59	O=C(CSc1nc(-c2ccccc2)c(-c2ccccc2)[nH]1)NCc1ccco1	3	1	1	0.6	50*	-10	0.5	37	-2
60	CNC(=O)CN(c1ccc2c(c1)OCCO2)S(C)(=O)=O	3	0.9	-1	1.1	-33	-40	1.3	-6	-8
61	CCc1ccc2nc(SCC(=O)N(CC)CC)c(C#N)cc2c1	6	0.9	-1	0.9	22	-10	0.8	9	25
62	O=C1CCN(C(=O)c2ccccc2)C2CCCCC12 (stereo unspecified)	·	0.9	·	0.9	-16	·	1.2	13	·
63	Cc1n(CC(O)COC2CCCCC2)c2ccccc2[n+]1C (stereo unspecified)	6	·	0	·	·	-6	·	·	-15
64	O=C(CCS(=O)(=O)c1ccc(Br)cc1)NC1CCCC1	4	0.8	-2	0.9	-10	-2	1.1	12	12
65	CCOC(=O)c1cnc(Nc2nc3ccccc3o2)nc1CN1CCN(C)CC1	20	2*	16*	1	-5	-9	1	4	1
66	CCCCCn1c(SCCC(C)C)nc2c1c(=O)[nH]c(=O)n2C	10	1.1	0	0.9	10	-14	0.9	9	-37
67	CCOC(=O)c1cnn(-c2ccccc2)c1N	4	1	0	0.9	3	-9	1	10	4
